Screening results deposited in PubChem BioAssay by several laboratories.
TLR4-MyD88 BLA = TLR4-MyD88 interaction inhibition in cells. O00206+Q99836. HeLa CL3-4 TLR4/MyD88 BLA complementation, FRET ratio. inhibition, % at 8.4 µM. 0.18% of 200,000 active. AID 861; in the data active means inhibition above about 25%;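 further: 0% = vehicle and 100% = reference inhibitor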
Diaphorase inh = inhibits diaphorase or chemically oxidizes, flagging diaphorase assay artifacts; diaphorase resazurin-to-resorufin fluorescence, NADH, 16 min; bacterial (C. kluyveri) enzyme, not human; inhibition, % at 20 µM; 0.69% of 190,000 active; AID 1217;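 active means primary screen inhibition at 20 µM above a set limit, cut at about 50% in these data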;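 further: plate controls were DMSO with full reaction for no effect and wells lacking NADH for full effect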
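material = Clostridium kluyveri diaphorase enzyme | amount = 0.14 U/mL diaphorase, enzyme working solution | schedule = incubation 16 min, room temperature | detection = fluorescence of resorufin formed from resazurin, Ex 544/Em 590 nm | benchmarks = positive control minus NADH, DMSO neutral control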
STAT1 activator = increases IFN-gamma driven STAT1 reporter signal | NIH 3T3 STAT1-luciferase reporter, luminescence; 100% = IFN-gamma alone, no compound | activation (% of control), % at 5.5 µM | 2.6% of 200,000 active | AID 932;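 active means activation above the screen-wide mean activation plus 3 SD, cut at about 130% in these data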;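 further: raw ratio to IFN-gamma control signal so 100% means no change and 0% no light; values of inactives mirror those of a sister screen read the other way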
G6PDH CS = L. mesenteroides G6PDH inhibition counter-screen; Purified L. mesenteroides G6PDH, diaphorase/resazurin coupled fluorescence, 45 min; inhibition, % at 5 µM; 0.12% of 200,000 active; in the data active means inhibition above about 50%
FLuc inh counter = counter-screen for luciferase assay inhibitors: firefly luciferase inhibition; inhibition, % at 10 µM; 1.5% of 200,000 active; AID 1006; ATPLite firefly luciferase biochemical luminescence, 10 min;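 active means inhibition above about 50% when tested at 10 µM, limit read from the data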
Target sequence (P08659 whole entry, looked up): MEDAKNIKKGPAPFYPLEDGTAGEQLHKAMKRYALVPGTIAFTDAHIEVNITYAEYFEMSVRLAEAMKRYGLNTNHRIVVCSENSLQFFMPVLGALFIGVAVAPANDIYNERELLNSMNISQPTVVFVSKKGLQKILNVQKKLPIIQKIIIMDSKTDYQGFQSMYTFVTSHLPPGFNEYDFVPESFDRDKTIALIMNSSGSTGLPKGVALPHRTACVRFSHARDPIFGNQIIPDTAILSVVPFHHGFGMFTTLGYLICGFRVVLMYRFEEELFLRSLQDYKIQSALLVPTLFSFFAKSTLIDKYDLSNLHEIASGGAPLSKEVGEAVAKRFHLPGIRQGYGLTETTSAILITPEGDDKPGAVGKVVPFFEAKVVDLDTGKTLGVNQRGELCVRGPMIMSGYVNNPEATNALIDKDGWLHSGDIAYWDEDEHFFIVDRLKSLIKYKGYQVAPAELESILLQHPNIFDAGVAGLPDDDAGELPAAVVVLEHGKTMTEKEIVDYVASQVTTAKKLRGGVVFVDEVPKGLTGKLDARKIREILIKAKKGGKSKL
Diaphorase act = activates diaphorase or chemically reduces, flagging diaphorase assay artifacts | Diaphorase/resazurin coupled assay, resorufin fluorescence, 16 min; stronger effect = higher value; 1 = vehicle wells, 0 = NADH-free wells | activation factor at 20 µM | 0.005% of 190,000 active | AID 1229;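 active means diaphorase activity raised at least twofold by the compound at 20 µM; inactive means activation factor below 2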
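Test system: Clostridium kluyveri diaphorase, purified enzyme; input: enzyme 0.07 U/mL final; buffer or medium: 50 mM HEPES pH 7.4 with 4.542 mM MgCl2, 0.005% Tween 20; also added: 0.114 mM NADH and 0.1 mM resazurin, final amounts; schedule: 16 min enzyme reaction, ambient temperature; technique: fluorescence of resorufin, 544 nm excitation, 590 nm emission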
APP 5'UTR act = activates APP 5'UTR luciferase reporter | 1% of 190,000 active | activation, % at 2 µM | SH-SY5Y APP 5'UTR luciferase reporter, luminescence; zero percent = DMSO vehicle wells;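 active means activation above a set limit, based on mean plus 3 SD of controls, cut at about 140% in these data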; further: values of inactives mirror those of a sister screen read the other way
NF-kB expr up = NF-kB expression increase, human neuronal cells | fold change at 12.5 µM | 1.6% of 190,000 active | NF-kB reporter expression; stronger effect = higher value; in the data active means fold change above about 3.3
APP 5UTR inh = APP translation inhibition | SH-SY5Y APP 5'UTR-luciferase reporter, luminescence | 0.82% of 190,000 active | inhibition, % at 2 µM;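 active means inhibition above a set limit, derived from the sample mean plus 3 SD, cut at about 45% in these data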; further: values of inactives mirror those of a sister screen read the other way
FLuc act counter = firefly luciferase counter-screen for stimulation assays; activation factor at 10 µM; 200,000 tested, under 10 active; ATPlite luciferase biochemical, luminescence, 10 min; 0 = ATP-free wells, 1 = DMSO control;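 active means luciferase activation factor, scaled between plate controls, of at least 2 with compound at 10 µM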
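assay system = Luciferase/luciferin detection reagent, cell-free biochemical luciferase assay | also added = ATP substrate | times = 10 min post-reagent at room temperature | measured by = luminescence from luciferase reaction | measure = luciferase activation, seen as luminescence increase over controls | benchmarks = low control with PBS replacing ATP, high control enzyme plus ATP without compound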
* hit, by the source's call; nt = not tested or not shown.

SMILES	TLR4-MyD88 BLA	Diaphorase inh	STAT1 activator	G6PDH CS	FLuc inh counter	Diaphorase act	APP 5'UTR act	NF-kB expr up	APP 5UTR inh	FLuc act counter
CCOC(=O)N1CCN(C(=O)CSc2nnc(Cc3ccccc3)o2)CC1	4.0	11.5	89.6	-18.9	-9.9	0.9	19.6	1.07	-19.6	1.1
O=C(NCCc1c[nH]c2ccccc12)C(F)(F)C(F)F	0.9	6.5	98.2	2.1	-5.1	0.9	-7.9	1.29	7.9	1.1
CC(C)(C)c1[nH]nc2c1C(c1ccncc1)C(C#N)=C(N)O2 (centres undefined)	-4.6	16.7	107.7	8.5	-10.9	0.8	1.9	1.43	-1.9	1.1
Cc1[nH]c2ccccc2c1C(=O)CN1C(=O)NC2(CC(C)CC(C)(C)C2)C1=O (centres undefined)	5.8	23.3	98.7	1.8	-1.1	0.8	-0.7	0.49	0.7	1
CCOc1ccc(NC(=O)C2CCN(C(=O)NCc3ccccc3)CC2)cc1	12.6	9.9	105.0	12.6	-6.4	0.9	-28.1	1.31	28.1	1.1
CCCc1nc2ccccc2c(=O)n1N	9.5	14.6	104.8	0.9	-1.5	0.9	-14.6	1.29	14.6	1
COc1ccc(N(C(=O)c2ccco2)C(C(=O)NC2CCCC2)c2cccs2)cc1OC (centres undefined)	-4.2	5.4	101.2	8.8	-9.4	0.9	-13.0	1.25	13.0	1.1
Cc1[nH]c2ccccc2c1CCO	10.2	12.5	97.5	5.7	-7.9	0.9	-13.1	0.93	13.1	1.1
CCCn1c(N2CCN(C(=O)N3CCCCC3)CC2)nc2ccccc21	-20.0	19.9	96.9	9.0	-4.9	0.8	16.9	0.89	-16.9	1
CCS(=O)(=O)Nc1cc(C(=O)O)ccc1C	-20.0	12.5	103.4	-3.0	-2.6	0.9	-0.1	1.05	0.1	1
CCOc1ccc(CCNC(=O)Cn2ccc3ccccc3c2=O)cc1OCC	-11.4	-6.6	97.4	-1.4	-4.4	1.1	10.4	1.03	-10.4	1
CCCCn1c2c(c(=N)c3c1CCC3)CCC2	8.5	2.6	78.2	4.8	1.0	1	0.2	0.51	-0.2	1
CCCCN(C)S(=O)(=O)c1ccc(C(=O)N=c2sc3cc(NC(C)=O)ccc3n2C)cc1	-8.0	-8.2	107.4	2.4	-6.7	1.1	-8.5	1.03	8.5	1.1
CN(C)S(=O)(=O)c1ccc(C(=O)NCC(=O)N/N=C/c2ccco2)cc1	-2.5	9.6	103.9	4.4	-2.2	0.9	4.6	1.34	-4.6	1
N/C(=N\OC(=O)c1ccc(F)cc1)c1nonc1N	-5.0	11.3	121.1	1.9	49.0	0.9	6.1	1.89	-6.1	0.5
COc1cccc(CC2(CO)CCCN(Cc3cc(F)ccc3-n3cccn3)C2)c1 (centres undefined)	14.0	14.5	93.3	11.7	-5.1	0.9	-3.7	0.81	3.7	1.1
CC(C)(C)c1ccc(/C=C/C(=O)N2CCOCC2)cc1	4.7	13.1	132.4*	19.9	28.9	0.9	56.7	2.16	-56.7	0.7
COC(=O)c1ccc(CN(Cc2ccc(C(=O)OC)o2)C(C)(C)C)o1	-4.4	-3.7	107.7	-1.7	-1.7	1	11.8	1.23	-11.8	1
O=C(C1CCC1)N1CCc2cc(S(=O)(=O)N3CCN(c4ccccn4)CC3)ccc21	-3.8	21.8	101.6	5.0	-9.4	0.8	-2.3	0.91	2.3	1.1
O=C(CSc1nnc(NC(=O)c2ccco2)s1)Nc1ccccc1F	-0.7	10.9	106.3	8.2	29.7	0.9	-23.2	1.18	23.3	0.7
COc1cccc(OCCCCSc2ncccn2)c1	-7.3	7.5	100.0	10.1	-4.2	0.9	3.2	1.51	-3.2	1
CCOc1cc(NC(=S)NCCCN(C)C)c(OCC)cc1NC(=O)c1cccs1	-6.5	3.7	99.1	-18.1	-5.2	1	nt	0.92	nt	1.1
COc1ccc(S(=O)(=O)N2CCC(NC(=O)C(Cc3cccc(OC)c3OC)NC(C)=O)CC2)cc1 (centres undefined)	16.4	nt	92.7	11.7	-8.4	nt	-14.6	0.94	14.6	1.1
O=C(Nc1ccccc1F)c1ccc(Cn2cc(Cl)cn2)cc1	8.5	nt	110.3	13.6	6.2	nt	-5.3	1.42	5.3	0.9
Cc1cc(=O)n2nc(N3CCCC(C(=O)N4CCc5ccccc54)C3)sc2n1 (centres undefined)	0.9	17.3	107.1	-17.9	-1.9	0.8	-7.8	0.76	7.8	1
C=CCn1c(SCC(=O)Nc2ccccc2C)nnc1-c1ccncc1	3.8	21.0	101.3	7.3	-6.0	0.8	-6.4	0.75	6.4	1.1
CCN(CC)c1nc2ccccc2c(N)c1-c1ccccc1	-1.8	4.9	94.9	4.3	-1.7	1	14.4	1.02	-14.4	1
O=C(O)CCC(=O)Nc1ccc(C(=O)OC2CCCCC2)cc1	-1.5	16.5	101.3	1.4	11.5	0.8	-17.4	0.87	17.4	0.9
CCC(CC)C(=O)Nc1c2c(nn1-c1ccc(OC)cc1)CS(=O)(=O)C2	-5.5	11.3	90.4	4.8	-8.4	0.9	3.1	1.09	-3.1	1.1
CN(C)CCCN1C(=O)c2oc3ccccc3c(=O)c2C1c1cccs1 (centres undefined)	8.6	15.2	103.5	-26.1	-0.5	0.8	12.5	1.15	-12.5	1
O=C(CCc1ccccc1)Nc1nnc(-c2ccc3c(c2)CCCC3)o1	4.9	11.7	117.8	-5.5	-5.0	0.9	8.6	1.29	-8.6	1.1
CC(NCc1ccccc1Cl)C(=O)Nc1ccc(C#N)cc1 (centres undefined)	-14.8	4.9	91.9	1.2	-7.4	1	6.3	0.96	-6.3	1.1
COc1ccc(CC(=O)NCc2n[nH]c(=S)n2-c2cccc(Cl)c2)cc1	-6.0	17.9	87.5	0.8	-4.8	0.8	30.0	1.31	-30.0	1
O=C(O)c1cc2c(ccc3ccccc32)o1	0.1	11.2	106.8	2.3	11.5	0.9	11.2	1.27	-11.2	0.9
c1ccc(CSC2=NCCCN2)cc1	4.0	16.8	102.4	2.3	-0.8	0.8	4.9	1.24	-4.9	1
COc1ccccc1N1CCN(C(=O)c2cc(-c3cccs3)on2)CC1	-4.7	25.1	85.4	11.2	-8.0	0.7	17.9	1.28	-17.9	1.1
COc1ccc(NC(=O)CSc2nc3ccsc3c(=O)n2Cc2ccccn2)c(OC)c1	-10.0	4.1	101.5	-0.5	-3.9	1	33.2	1.34	-33.3	1
Cc1nn(CC(=O)NCCc2ccccc2)c(C)c1[N+](=O)[O-]	5.9	5.9	111.7	-0.9	-7.7	0.9	-1.5	1.23	1.5	1.1
CCN(CC(=O)N1CCOCC1)S(=O)(=O)c1ccc(C)cc1	7.7	8.3	91.6	-4.2	-7.6	0.9	-17.9	1.13	17.9	1.1
Cc1csc(NC(=O)[C@@H](NC(=O)c2ccccc2)C(C)C)n1	-0.6	15.5	94.4	-8.3	-3.2	0.8	-6.2	1.54	6.2	1
COc1ccc(NC(=O)COc2ccc(N(C)S(=O)(=O)c3ccc(C)cc3)cc2)cc1	2.9	13.2	98.9	-2.8	-6.2	0.9	24.0	1	-24.0	1.1
CCn1c(-c2nonc2NC(=O)c2ccccc2)nc2ccccc21	4.8	12.0	100.1	11.8	-6.3	0.9	8.9	1.03	-8.9	1.1
COc1ccc(NC(=O)CNC(=O)Cn2c(C)cc3ccccc3c2=O)c(OC)c1	3.8	-6.6	91.9	9.0	0.0	1.1	-2.7	1.07	2.7	1
CCCC(=O)NC(c1ccc2c(c1)OCO2)c1cc(Cl)c2cccnc2c1O (centres undefined)	-10.0	16.5	106.5	18.1	-3.9	0.8	-75.2	1.26	75.2*	1
CCn1c(NN)nc2sc3c(c2c1=O)CCC3	15.2	16.6	101.0	2.7	-6.5	0.8	6.1	1.12	-6.1	1.1
CCC[N+]1(CC#CC2(O)CCCCC2)CCOCC1	-3.4	16.6	99.2	7.2	-3.8	0.8	-6.1	1.1	6.1	1
CC(C)CC(NC(=O)C(NC(=O)C(Cc1ccc(OCc2ccccc2)cc1)NC(=O)OC(C)(C)C)C(C)C)C(N)=O (centres undefined)	-3.6	0.5	95.7	-8.1	-7.3	1	nt	1.05	nt	1.1
COc1ccc(Nc2nnc(SC(C(=O)Nc3cc(C)ccc3C)c3ccccc3)s2)cc1 (centres undefined)	5.6	13.4	90.5	7.4	-7.1	0.9	-9.9	0.85	9.9	1.1

Whole records as entered above. Order of screens: TLR4-MyD88 BLA | Diaphorase inh | STAT1 activator | G6PDH CS | FLuc inh counter | Diaphorase act | APP 5'UTR act | NF-kB expr up | APP 5UTR inh | FLuc act counter
CCN(CC(=O)N1CCOCC1)S(=O)(=O)c1ccc(C)cc1 across the screens: 7.7 | 8.3 | 91.6 | -4.2 | -7.6 | 0.9 | -17.9 | 1.13 | 17.9 | 1.1
Cc1nn(CC(=O)NCCc2ccccc2)c(C)c1[N+](=O)[O-] across the screens: 5.9 | 5.9 | 111.7 | -0.9 | -7.7 | 0.9 | -1.5 | 1.23 | 1.5 | 1.1
CCCC(=O)NC(c1ccc2c(c1)OCO2)c1cc(Cl)c2cccnc2c1O (centres undefined) across the screens: -10.0 | 16.5 | 106.5 | 18.1 | -3.9 | 0.8 | -75.2 | 1.26 | 75.2* | 1
COc1ccc(Nc2nnc(SC(C(=O)Nc3cc(C)ccc3C)c3ccccc3)s2)cc1 (centres undefined) across the screens: 5.6 | 13.4 | 90.5 | 7.4 | -7.1 | 0.9 | -9.9 | 0.85 | 9.9 | 1.1

Remaining list, next part:
SMILES	TLR4-MyD88 BLA	Diaphorase inh	STAT1 activator	G6PDH CS	FLuc inh counter	Diaphorase act	APP 5'UTR act	NF-kB expr up	APP 5UTR inh	FLuc act counter
N#Cc1ccc(CSc2nnc(NC(=O)C3CC(=O)N(c4ccc5c(c4)OCCO5)C3)s2)cc1 (centres undefined)	0.3	13.4	99.9	-20.7	-0.4	0.9	6.0	0.82	-6.0	1
CC(C)C(NC(=O)c1ccc(S(=O)(=O)N2CCOCC2)cc1)c1nc2ccccc2[nH]1 (centres undefined)	2.0	6.7	96.7	6.2	-5.5	0.9	4.2	1.13	-4.2	1.1
COc1ccc(NC(=O)C2CCN(S(=O)(=O)c3cccc4cccnc34)CC2)cc1OC	3.4	-3.1	97.9	3.3	-0.9	1	14.1	0.9	-14.1	1
Fc1ccc(NC(=S)N2CCOCC2)cc1Cl	-18.4	6.1	98.3	4.0	-6.7	0.9	14.4	nt	-14.4	1.1
COc1ccc(Cn2nnnc2C(c2cc3ccc(OC)cc3[nH]c2=O)N2CCC(C)CC2)cc1 (centres undefined)	4.2	26.0	97.6	10.8	-3.8	0.7	4.9	1.06	-4.9	1
CCCOc1ccc(N2CC(C(=O)Nc3ncccc3C)CC2=O)cc1 (centres undefined)	2.8	12.5	98.2	6.3	-4.3	0.9	-6.4	0.96	6.3	1
Cc1cccc(CCNC(=O)C2CCCN(S(=O)(=O)c3cnc[nH]3)C2)c1 (centres undefined)	-6.6	8.5	95.7	5.7	-5.5	0.9	1.6	1.01	-1.6	1.1
CCn1cc(C(=O)N2CCN(c3ccccn3)CC2)c2cc(OC)c(OC)cc2c1=O	-1.9	14.0	94.5	1.9	-4.8	0.9	-13.0	0.95	13.0	1
